Assay outcomes: PubChem BioAssay, The Scripps Research Institute Molecular Screening Center
GalR3 antag = human GalR3 antagonism; 360,000 tested, 0.44% active; HEK293 GalR3-CNG cAMP membrane potential fluorescence; galR3 body fused to GalR1 C-terminus; AID 651719; inhibition, % at 3 µM; O60755;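 active means inhibition above the screen-wide average plus 3 SD, cut at about 13% in these data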;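 further: forskolin and galanin both at EC90 stimulate the cells; cAMP rise reported by CNG channel membrane potential dye signal; 0% = forskolin plus galanin with DMSO and 100% = forskolin alone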
Target sequence (O60755 1-299 limits assumed): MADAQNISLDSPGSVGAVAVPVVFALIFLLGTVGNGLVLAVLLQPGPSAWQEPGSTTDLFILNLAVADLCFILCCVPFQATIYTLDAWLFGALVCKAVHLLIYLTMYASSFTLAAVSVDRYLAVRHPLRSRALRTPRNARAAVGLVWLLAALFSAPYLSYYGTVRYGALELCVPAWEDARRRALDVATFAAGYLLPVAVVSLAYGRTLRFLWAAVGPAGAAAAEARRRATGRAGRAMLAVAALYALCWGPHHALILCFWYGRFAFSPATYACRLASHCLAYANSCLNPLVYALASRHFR
Starred values were filed as active, the others as inactive.

Molecule | GalR3 antag
OCC(CCc1c[nH]c2ccccc12)c1c[nH]c2ccccc12 (stereo unspecified) | -2.2
CCCCNc1ccc2c(c1)OC[C@@H](Cc1ccccc1)NS2(=O)=O | 2.1
Nc1[nH]c(C(=O)c2ccccc2)c(-c2ccc(Cl)cc2)c1C(=O)c1c[nH]c2cc(F)ccc12 | -5.7
COc1cccc(C(=O)Nc2ccc(Oc3nnc(-c4ccccc4)c4ccccc34)cc2)c1 | -4.6
CCOC(=O)N(C)C[C@H]1OCc2cnnn2CCCC(=O)N([C@H](C)CO)C[C@@H]1C | -0.5
COC(=O)C1=C(C)N(Cc2ccc(Cl)cc2)C(=S)NC1c1ccccc1 (stereo unspecified) | -8.0
O=C(NCc1ccccc1)[C@@H]1CCCN1C(=O)[C@H]1CCCN1C(=O)c1cc(F)cc(F)c1 | -3.8
Cc1ccccc1C(=O)N[C@@H](Cc1cccnc1)C(=O)N1CCC[C@H]1C(=O)NC1CCCC1 | -6.8
COC(=O)[C@]12C[C@H](CC(=O)NCc3ccc(OC)c(OC)c3)C(=O)N(Cc3ccccc3)C1=C[C@H](C(C)C)O[C@@H]2C1CC1 | 4.0
COC(=O)[C@]12C[C@H](CC(=O)NCc3cccs3)C(=O)N(Cc3ccccc3)C1=C[C@H](C(C)C)O[C@@H]2C1CC1 | -9.4
COc1ccccc1C(=O)N1O[C@]23C=C[C@]14C[C@@H](O)CC[C@]4(C)C2CC[C@]1(C)[C@@H]([C@H](C)/C=C/[C@H](C)C(C)C)CC[C@H]13 (stereo partly specified) | -7.7
O=S(=O)(NCc1ccccc1)c1cc(Br)ccc1Br | -7.2
COC(=O)[C@]12C[C@H](CC(=O)N3CCN(C(=O)c4ccco4)CC3)C(=O)N(CCC3=CCCCC3)C1=C[C@H](C(C)(C)C)O[C@@H]2C | -6.6
COC(=O)c1cc2c(c3c4ccccc4n(S(=O)(=O)c4ccccc4)c13)C(=O)N(Cc1ccco1)C2 | -6.8
CC(=O)C1=C(C)N(Cc2ccc(Br)cc2)C(=S)NC1c1ccc(F)cc1 (stereo unspecified) | -6.4
O=C(N[C@@H](Cc1cccnc1)C(=O)N1CCC[C@H]1C(=O)NC1CCCC1)C1CC1 | -5.7
C[C@H]1Cn2cnc(C(=O)N3CCN(c4ccccc4)CC3)c2C(=O)N1 | -4.0
COc1cc(C=NN=c2sc3ccccc3n2C)ccc1OCCO | -7.5
Nc1ccn([C@@H]2O[C@H](C(=O)N[C@H](Cc3ccccc3)C(=O)N3CCN(C(=O)N4CCOCC4)CC3)[C@@H](O)[C@H]2O)c(=O)n1 | -4.0
C[C@@H]1CCCCO[C@@H](CN(C)Cc2ccc(C(=O)O)cc2)[C@@H](C)CN([C@H](C)CO)C(=O)c2cc(NS(C)(=O)=O)ccc2O1 | -4.5
C=CCN1CC(COc2ccc(OC)cc2)OCCS1(=O)=O (stereo unspecified) | -0.6
COC(=O)C1=C(C)N(CC(C)C)C(=S)NC1c1cccc(F)c1 (stereo unspecified) | 4.9
C[C@H](CO)N1C[C@H](C)[C@@H](CN(C)S(C)(=O)=O)OCc2cn(nn2)CCCC1=O | -4.3
O=C(N[C@H](Cc1ccccc1)C(=O)N1CCN(c2ccc(Cl)cn2)CC1)[C@H]1O[C@@H](n2ccc(=O)[nH]c2=O)[C@H](O)[C@@H]1O | -6.1
CC(C)C[C@@H]1COc2cc(F)ccc2S(=O)(=O)N1 | -1.9
O=C(/C=C/c1ccccc1)Nc1cccc(C(=O)NCc2ccccc2)c1 | -7.4
COC(=O)c1cccc(-n2c(C)cc(O)cc2=O)c1 | -7.7
CC(C)=CCC/C(C)=C/CN1C(=O)N(c2ccc(F)cc2)[C@H]2C[C@@H](c3ccccc3)[C@@H](C)[C@@H](C(=O)N3CCOCC3)C[C@H]21 | -4.1
O=C(CC1CCCC1)N[C@H](C(=O)N1CCC[C@H]1C(=O)NCCc1ccccc1Cl)c1ccccc1 | -7.2
COC(=O)Cc1nnn2c1[C@H](C)[C@@H](OC)c1ccc(C(F)(F)F)cc1-2 | 1.5
COc1cc2c(c(OC)c1OC)C1(CCCCC1)CC2NS(=O)(=O)C(C)C (stereo unspecified) | -7.2
COC(=O)[C@]12C[C@H](CC(=O)N3CCN(C(=O)c4ccco4)CC3)C(=O)N(Cc3ccc4c(c3)OCO4)C1=C[C@H](C(C)(C)C)O[C@@H]2C | -6.0
COCCCNC(=O)c1nnn2c1nc(N)c1cc(Cl)ccc12 | -5.9
CC(C)NC(=O)OC[C@@H]1CSCCS(=O)(=O)N1 | -3.0
CCOC(=O)N1CCN(C(=O)C[C@H]2C[C@@]3(C(=O)OC)C(=C[C@H](C(C)(C)C)O[C@@H]3C)N(Cc3ccc4c(c3)OCO4)C2=O)CC1 | -1.1
O=C(N[C@H](C(=O)N1CCC[C@H]1C(=O)NCCc1ccccc1Cl)c1ccccc1)c1ccc(Cl)cc1Cl | -5.8
O=C(NCc1ccccc1)[C@H]1CCCN1C(=O)[C@H]1CCCN1C(=O)c1ccccc1C(F)(F)F | 5.8
C=CCN(CC=C)C[C@@H]1CSCCS(=O)(=O)N1 | -3.4
CCCCCCCCN1C(=O)[C@@H](CC(=O)N2CCN(C(=O)C3CC3)CC2)C[C@@]2(C(=O)OC)C1=C[C@H](C1CCCC1)O[C@@H]2C | -6.1
Cc1[nH]nc2c1C(c1cccc(C(F)(F)F)c1)NC2=O (stereo unspecified) | -6.1
C=CCN1C[C@H](COC(=O)c2ccc(C)c(C)c2)Oc2cccc(F)c2S1(=O)=O | -8.7
COc1ccccc1Cc1c(-c2ccc(F)cc2)nc2c3ccccc3ccn12 | -5.2
O=C(N[C@H](Cc1ccccc1)C(=O)N1CCCN(Cc2cccs2)CC1)[C@H]1O[C@@H](n2ccc(=O)[nH]c2=O)[C@H](O)[C@@H]1O | -5.3
O=S(=O)(c1cccs1)N1CCCc2nc(-c3ccccc3)ccc21 | -5.8
COC(=O)c1cc2c(c3c4cc(C)ccc4n(S(=O)(=O)c4ccc(C)cc4)c13)C(=O)N(Cc1ccc(C(F)(F)F)cc1)C2 | -5.9

5 compounds out of the list above, arranged by their value in GalR3 antag, rising:
Compound | GalR3 antag
C=CCN1C[C@H](COC(=O)c2ccc(C)c(C)c2)Oc2cccc(F)c2S1(=O)=O | -8.7
CCCCCCCCN1C(=O)[C@@H](CC(=O)N2CCN(C(=O)C3CC3)CC2)C[C@@]2(C(=O)OC)C1=C[C@H](C1CCCC1)O[C@@H]2C | -6.1
COC(=O)[C@]12C[C@H](CC(=O)N3CCN(C(=O)c4ccco4)CC3)C(=O)N(Cc3ccc4c(c3)OCO4)C1=C[C@H](C(C)(C)C)O[C@@H]2C | -6.0
O=C(N[C@H](C(=O)N1CCC[C@H]1C(=O)NCCc1ccccc1Cl)c1ccccc1)c1ccc(Cl)cc1Cl | -5.8
C=CCN(CC=C)C[C@@H]1CSCCS(=O)(=O)N1 | -3.4

Next part.
Molecule | GalR3 antag
COC(=O)Cc1nnn2c1[C@H](C)[C@H](c1cccc(OC)c1OC)OCC2 | -6.1
CC(C)C[C@H](NC(=O)c1ccco1)C(=O)N1CCC[C@H]1C(=O)NCc1ccccc1 | -6.8
COC(=O)N1C[C@H](OCCCOCc2ccccc2)[C@H]2C[C@@H]1c1ccccc1O2 | -0.8
COC(=O)C1=C(C)N(Cc2cccc(C(F)(F)F)c2)C(=NCc2ccc(OC)cc2)NC1c1ccccc1C(F)(F)F (stereo unspecified) | -6.3
COc1cccc(-c2cc(CNC(=O)[C@H]3O[C@@H](n4cnc(C(N)=O)n4)[C@H](O)[C@@H]3O)no2)c1 | 1.0
Cc1cc(Br)cn2c(Cc3ccccc3C(F)(F)F)c(-c3ccco3)nc12 | 17.8*
Clc1ccc(CN2CCN(c3ncc(Cc4ccccc4)cn3)CC2)c(Cl)c1 | -6.8
COc1ccc(CNC(=O)[C@@H](Cc2ccccc2)NC(=O)[C@H]2O[C@@H](n3ccc(=O)[nH]c3=O)[C@H](O)[C@@H]2O)cc1 | -7.2
CCCn1cc(C(=O)Nc2ccc(Oc3cccnc3)cc2)c2ccccc21 | -5.7
O=S1(=O)N[C@H](Cc2ccccc2)COc2cc(N3CCOCC3)ccc21 | -5.5
Cc1ccccc1C(=O)N[C@@H](Cc1cccnc1)C(=O)N1CCC[C@H]1C(=O)NCCc1ccccc1Cl | -6.6
Cc1ccc2nc(-c3ccc(Cl)cc3)c(Cc3cccc(F)c3)n2c1 | -8.0
Cc1cc2c(c(=O)o1)[C@@]1(C(=O)N(C)c3ccccc31)C1=C(CC(C)(C)OC1=O)O2 | -6.4
COC(=O)c1cc2c(c3c4ccccc4n(S(=O)(=O)c4ccccc4)c13)C(=O)N(Cc1ccc(N(C)C)cc1)C2 | -5.6
C=CCCC1CN(Cc2ccc(OC)cc2)S(=O)(=O)c2c(NCc3cc(OC)c(OC)c(OC)c3)cccc2O1 (stereo unspecified) | -6.4
COc1cc(F)ccc1Oc1cccc2c1S(=O)(=O)N(C1CC1)C[C@@H](COCc1ccccc1)O2 | -5.4
O=C(CCCCCn1c(=O)[nH]c2ccccc2c1=O)NC1CCCC1 | -7.1
CCOC(=O)C1CSCCS(=O)(=O)N1Cc1ccc(Cl)cc1 (stereo unspecified) | -4.5
N#CCCN1CCC(N)=NC1=NC#N | -6.7
C#CCNC(=O)C[C@H]1C[C@@]2(C(=O)OC)C(=C[C@H](C(C)(C)C)O[C@@H]2C)N(CCCCCCCC)C1=O | -7.9
O=C(c1ccc(F)cc1)C1CCN(CCCn2c(=O)[nH]c3ccccc32)CC1 | -7.7
Nc1nc2c(ncn2[C@@H]2O[C@H](C(=O)N[C@H](Cc3ccccc3)C(=O)NCc3ccccc3)[C@@H](O)[C@H]2O)c(=O)[nH]1 | -6.7
Cc1c(C2(O)CCCCC2)[nH]c2ccccc12 | -6.3
C[C@H](O)[C@@H]1C(=O)N2CCc3c([nH]c4cccc(-c5ccccc5)c34)[C@@H]2C[C@@H]1N(C)CC1CCCCC1 | -4.0
CN1CCCCC(NC(=O)CSc2ccccc2)C1=O (stereo unspecified) | -3.4
CCCc1ccc(-c2cc(NC(=O)Cc3c[nH]c4ccccc34)ccc2Nc2cccnc2)cc1 | -5.0
COC(=O)c1cc2c(c3c4cc(C)ccc4n(S(=O)(=O)c4ccccc4)c13)C(=O)N(Cc1ccc(C(F)(F)F)cc1)C2 | -5.7
CC(C)C[C@H]1CN([C@@H](Cc2ccccc2)CN2CCC[C@H]2CN2C(=O)C(=O)NC[C@@H]2Cc2ccccc2)C(=O)C(=O)N1CC1CCCCCC1 | 2.2
COc1cccc(/C=C2/Sc3ccc(C(=O)NC4CC4)cc3NC2=O)c1 | -2.7
Cc1cc(OC(=O)NCCc2ccc(F)cc2)ccc1F | -6.6
CCCN1CCCCC(NC(=O)c2ccccc2C)C1=O (stereo unspecified) | -3.2
C[C@@H]1ON(C)[C@H]2C[C@H]3c4[nH]c5c(-c6ccc(C(F)(F)F)cc6)cccc5c4CCN3C(=O)[C@@H]12 | -3.5
O=C(/C=C(\Nc1cccc(F)c1)c1ccccc1)c1ccccc1 | -6.6
CC(C)[C@H](NC(=O)c1ccccc1)C(=O)N1CCC[C@H]1C(=O)NCCc1ccccc1Cl | -7.5
C[C@H](O)[C@@H]1CN2CCc3ccc(-c4ccc5c(c4)OCO5)cc3[C@@H]2C[C@@H]1N(C)C(=O)NC1CCCCC1 | -8.2
CCOC(=O)CCCCCC(=O)Nc1ccc2c(c1)C(=O)N([C@H](C)CO)C[C@@H](C)[C@@H](CN(C)S(=O)(=O)c1ccc(C)cc1)OCCCC[C@H](C)O2 | -2.0
Cc1ccc(C(=O)NC2CCCCN(C)C2=O)cc1 (stereo unspecified) | -3.8
Nc1ccc2ccc(N)cc2c1 | -6.4
COc1ccccc1CNc1ccc2c(c1)OC[C@H](CC(C)C)NS2(=O)=O | -5.0
Cc1ccc(NC(=O)OCCN(C)C(=O)Nc2ccc(C)cc2C)c(C)c1 | -9.2
COCc1[nH]nc2c1C(c1ccc(F)cc1)NC2=O (stereo unspecified) | -3.3
Cc1cc(N2CCNC[C@@H]2C)ccc1N1CCS(=O)(=O)CC1 | -7.1
CC(=NNc1cc(C)c2ccccc2n1)c1ccccn1 | -9.3
CCCCc1c(-c2ccccc2OC)ncn1Cc1cccc(F)c1F | -6.5
CCCCc1c(-c2ccccc2OC)ncn1Cc1ccc(OC)cc1 | -6.6
C=CCN1[C@@H](C)[C@@H](c2ccccc2)Oc2c(Cl)cccc2S1(=O)=O | -7.5
Nc1[nH]c(C(=O)c2ccccc2)c(-c2cc(F)ccc2Br)c1C(=O)NCCc1c[nH]c2ccccc12 | -7.8
COc1ccccc1Cc1c(-c2ccccc2)nc2c3ccccc3ccn12 | -5.7
COC(=O)C1=C(C)N(Cc2ccccc2C(F)(F)F)C(=NCc2ccc3c(c2)OCO3)NC1c1ccc(F)cc1 (stereo unspecified) | -9.4
Cc1ccc(NC(=O)NNC(=O)CSC2CCc3ccccc32)c(C)c1 (stereo unspecified) | -7.0
COC(=O)[C@]12C[C@H](CC(=O)NCCCN3CCCC3=O)C(=O)N(Cc3ccccc3)C1=C[C@H](C(C)(C)C)O[C@@H]2C | 2.5
COC(=O)N1Cc2ccnnc2CC1c1ccccc1-c1ccccc1 (stereo unspecified) | -7.0
O=C(Cn1nnc(N2CCOCC2)n1)NN=Cc1ccccc1Cl | -5.7
COc1ccc(C(=O)NCC2CCN(C(=O)C(=O)c3cccs3)CC2)cc1 | -3.9
CC(=O)N1CCN(c2ccc(N3CCN(Cc4ccccc4)[C@H](C)C3)c(C)c2)[C@H](C)C1 | -5.1
COc1ccc(NC(=O)N(C)[C@H]2C[C@H]3c4[nH]c5c(-c6ccccc6)cccc5c4CCN3C(=O)[C@H]2[C@H](C)O)cc1 | -7.4
COc1cc2c(c(OC)c1OC)[C@@]1(c3ccccc3)CCCCC[C@H]1[C@@H]2NC(=O)C(F)(F)F | -5.4
COC(=O)[C@]12C[C@H](CC(=O)NCc3cccc(C(F)(F)F)c3)C(=O)N(Cc3ccccc3)C1=C[C@H](C1CCCC1)O[C@@H]2C | -3.9

A portion of the library; count on the stated rates, not on these rows.
